SUMO HTRF inh = blocks human SUMOylation mediated by UBC9 | inhibition, % at 35 µM | 0.36% of 290,000 active | HTRF SUMOylation assay, SAE1/SAE2 + UBC9, in vitro; in the data active = inhibition above about 50%, passing the limit was not always enough; also: strong numbers were not always called active
Target sequence (P63279 whole entry, looked up): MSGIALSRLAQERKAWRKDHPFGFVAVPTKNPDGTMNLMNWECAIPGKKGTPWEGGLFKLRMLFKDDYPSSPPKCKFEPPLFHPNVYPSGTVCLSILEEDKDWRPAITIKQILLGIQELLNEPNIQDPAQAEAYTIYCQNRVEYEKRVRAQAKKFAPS
VIM-2 inh = inhibitors of Pseudomonas aeruginosa VIM-2 metallo-beta-lactamase. 0.89% of 290,000 active. purified VIM-2, nitrocefin hydrolysis, epi-absorbance fluorescence. inhibition, % at 5.6 µM;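 active = inhibition above the mean of all tested compounds plus 3 SD, cutoff set per screening run, cut at about 7.5% in these data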;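 also: red hydrolysis product quenches plate fluorescence so inhibitors raise well fluorescence; 0% = enzyme with DMSO and 100% = DMSO without enzyme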
IMP-1 inhibitor = blocks Pseudomonas aeruginosa IMP-1 metallo-beta-lactamase; purified IMP-1, nitrocefin hydrolysis, epi-absorbance fluorescence; inhibition, % at 5.6 µM; 0.45% of 290,000 active;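 active = inhibition above the mean plus 3 SD of all compounds in the same screening run, cut at about 4.5% in these data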;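 also: 0% = IMP-1 with DMSO and 100% = DMSO wells lacking enzyme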
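System: Purified IMP-1 | Read-out basis: Percent enzyme inhibition | Controls: IMP-1 with DMSO as 0%, enzyme-free DMSO as 100% | Replicates: One well per compound | Doses: 5.6 µM nominal single concentration | Detection: Epi-absorbance fluorescence, 480 nm excitation, 530 nm emission | Incubation: 25 °C, 15 min preincubation, 25 min reaction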
IDE act = activators of human insulin-degrading enzyme in cells; P14735; HEK cells, FAbeta-B cleavage, fluorescence polarization; 0% vehicle, 100% cell-free pure enzyme wells; activation, % at 5.96 µM; 0.073% of 340,000 active;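 active = activation above the mean of all tested compounds plus 3 SD, set per screening campaign, cut at about 17% in these data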
p-CIP stab down = lowers stability of the mouse p/CIP coactivator protein | F442A p/CIP-EGFP cells, EGFP fluorescence, 16 h | decrease of EGFP signal, % at 10 µM | 0.01% of 290,000 active | AID 1984;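 active = EGFP signal decrease of at least 30% at 10 µM or well 3 SD below plate mean, unless failing retest; inactive = the rest, including hits failing retest or dose response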; also: some compounds called inactive have numbers as strong as hits; many of its hits are not listed in these tables
MEKK3 PB1 HTS = MEKK3-MEK5 PB1 interaction, increase or decrease | Q99759 | bead-based flow cytometry, Alexa488-MEK5 binding to MEKK3; actives lie on both sides; 0 = blocked by unlabeled MEK5, 100 = vehicle | 1.4% of 290,000 active | AID 1529 | binding response (% of control), % at 10 µM;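 active = binding response more than 3 SD above or below the average of its plate-row segment, actives on both sides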;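 also: Alexa488 bead fluorescence after subtracting the streptavidin-only scavenger bead signal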
Target sequence (Q99759 whole entry, looked up): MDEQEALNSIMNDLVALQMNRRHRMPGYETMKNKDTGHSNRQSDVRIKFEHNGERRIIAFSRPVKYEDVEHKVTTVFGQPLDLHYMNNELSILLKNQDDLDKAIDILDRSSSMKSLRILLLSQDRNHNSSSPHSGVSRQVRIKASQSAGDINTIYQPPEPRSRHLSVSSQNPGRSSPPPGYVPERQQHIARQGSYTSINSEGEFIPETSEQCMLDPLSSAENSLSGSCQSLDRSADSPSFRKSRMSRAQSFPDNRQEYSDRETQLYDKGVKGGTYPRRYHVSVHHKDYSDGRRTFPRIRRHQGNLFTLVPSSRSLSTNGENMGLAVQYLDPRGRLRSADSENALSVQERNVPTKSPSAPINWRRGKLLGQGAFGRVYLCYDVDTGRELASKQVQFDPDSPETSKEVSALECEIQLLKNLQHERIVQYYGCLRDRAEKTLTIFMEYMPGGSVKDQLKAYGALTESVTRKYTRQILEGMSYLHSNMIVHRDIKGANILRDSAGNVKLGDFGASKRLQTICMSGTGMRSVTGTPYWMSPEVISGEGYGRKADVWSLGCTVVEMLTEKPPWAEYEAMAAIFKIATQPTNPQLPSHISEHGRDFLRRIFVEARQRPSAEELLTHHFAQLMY
NS3 helicase inh = inhibitors of Hepatitis C virus NS3 helicase; NS3 helicase DNA unwinding, Cy5 molecular beacon fluorescence; inhibition, % at 10.9 µM; 0.56% of 290,000 active;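 active = inhibition above the mean of all tested compounds plus 3 SD, set per campaign, cut at about 35% in these data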;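 also: 0% = DMSO wells and 100% = thioflavine S control wells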
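Material: hepatitis C virus NS3 helicase domain fragment enzyme; measured by: Cy5 fluorescence, 0 and 60 min reads; control set: DMSO and thioflavine S; incubation: 60 min unwinding reaction at 25 °C after ATP addition; read-out basis: % inhibition from 60/0 min fluorescence ratio, DMSO 0%, thioflavine S 100%; repeats: singlicate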
FID counter = fluorescent intercalator displacement, NS3 helicase counter-screen; DNA fluorescent intercalator displacement, fluorescence; AID 1845; inhibition, % at 7.9 µM; 0.17% of 290,000 active; in the data active = inhibition above about 37%;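 also: 0% = vehicle and 100% = reference compound; higher means more ethidium bromide displaced from hairpin DNA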
PHOSPHO1 block = blocks human PHOSPHO1 phosphatase activity. recombinant PHOSPHO1, absorbance phosphatase assay. inhibition, % at 13.3 µM. Q8TCT1. 1.1% of 290,000 active; in the data active = inhibition above about 60%
Target sequence (Q8TCT1 whole entry, looked up): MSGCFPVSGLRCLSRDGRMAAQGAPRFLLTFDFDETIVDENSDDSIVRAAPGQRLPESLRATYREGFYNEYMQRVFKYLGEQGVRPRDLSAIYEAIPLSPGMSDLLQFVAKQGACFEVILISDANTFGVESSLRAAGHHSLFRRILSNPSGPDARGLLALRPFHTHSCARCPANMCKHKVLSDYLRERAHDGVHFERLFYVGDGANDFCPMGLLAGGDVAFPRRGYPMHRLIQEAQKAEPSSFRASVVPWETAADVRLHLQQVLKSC
The depositor's hits bear a star; & = joins results of further samples. Not all compounds are listed; the hit share may differ from the screen's.

Cn1c(C(=O)N2CCN(c3ccccn3)CC2)cc2ccccc21 was read as SUMO HTRF inh 7.4, VIM-2 inh 1.9, IMP-1 inhibitor -2.3, IDE act 4.3, p-CIP stab down -2.4, MEKK3 PB1 HTS 105.0, NS3 helicase inh -14.4, FID counter -24.5 and PHOSPHO1 block -5.7.
For COc1cccc(C(=O)N2CCCC(CCC(=O)NCc3ccc(F)c(F)c3)C2)c1 (stereo unspecified) the results were SUMO HTRF inh 6.5, VIM-2 inh -4.5, IMP-1 inhibitor -1.7, IDE act 5.2, p-CIP stab down -11.1, NS3 helicase inh 7.2, FID counter -28.0 and PHOSPHO1 block 10.5.
COc1ccc(C2C(C(=O)Nc3cccnc3)=C(C)Nc3nc(-c4cccs4)nn32)cc1 (stereo unspecified) was read as SUMO HTRF inh 9.0, VIM-2 inh -3.7, IMP-1 inhibitor -2.7, IDE act -0.4, p-CIP stab down -3.6, MEKK3 PB1 HTS 92.0, NS3 helicase inh -3.4, FID counter -15.8 and PHOSPHO1 block -35.3.
`Cc1ccc(O/C=C2\OC(=O)c3ccccc32)cc1` gave SUMO HTRF inh 8.4, VIM-2 inh -4.4, IMP-1 inhibitor -4.5, IDE act 5.3, p-CIP stab down -8.0, MEKK3 PB1 HTS 104.0, NS3 helicase inh -0.2, FID counter -2.3 and PHOSPHO1 block -5.8.
CC(=O)Nc1ccc(CN2CCCCCC2)cc1 was read as SUMO HTRF inh 5.1, VIM-2 inh -1.4, IMP-1 inhibitor -1.4, IDE act 4.9, p-CIP stab down 6.0, MEKK3 PB1 HTS 106.0, NS3 helicase inh -3.5, FID counter 0.0 and PHOSPHO1 block 46.6.
For CCc1ccc(NC(=O)CCS(=O)(=O)c2cccc3nsnc23)cc1 the results were SUMO HTRF inh 20.5, VIM-2 inh -1.0, IMP-1 inhibitor -2.6, IDE act 3.0, p-CIP stab down -0.9, MEKK3 PB1 HTS 107.0, NS3 helicase inh -1.7, FID counter -0.2 and PHOSPHO1 block 16.0.
`COc1ccc(-c2ccc(Nc3ccc(S(=O)(=O)N4CCCC4)cc3)nn2)cc1OC` gave SUMO HTRF inh 13.5, VIM-2 inh -2.6, IMP-1 inhibitor -0.9, IDE act -9.5, p-CIP stab down 2.8, MEKK3 PB1 HTS 105.0, NS3 helicase inh -15.7, FID counter -16.1 and PHOSPHO1 block 5.1.
Screening COc1cccc2c(N/N=C/c3ccccc3)cc(C)nc12 returned SUMO HTRF inh -7.4, VIM-2 inh 0.0, IMP-1 inhibitor -1.4, IDE act 3.0, p-CIP stab down -6.8, MEKK3 PB1 HTS 100.0, NS3 helicase inh 15.6, FID counter -19.0 and PHOSPHO1 block 9.7.
Screening Cc1ccc(NS(=O)(=O)c2ccc(N/N=C/c3ccccc3OCC(=O)O)c([N+](=O)[O-])c2)c(C)c1 returned SUMO HTRF inh -7.4, VIM-2 inh -2.0, IMP-1 inhibitor -2.7, IDE act -1.3, p-CIP stab down 3.5, MEKK3 PB1 HTS 101.0, NS3 helicase inh -20.8, FID counter 22.0 and PHOSPHO1 block -4.9.
Screening CC(NC(=S)NCc1ccccc1)C12CC3CC(CC(C3)C1)C2 (stereo unspecified) returned SUMO HTRF inh -1.4, VIM-2 inh 0.2, IMP-1 inhibitor -2.6, IDE act 1.1, p-CIP stab down 7.6, MEKK3 PB1 HTS 101.0, NS3 helicase inh -5.2, FID counter -3.7 and PHOSPHO1 block 34.9.
For O=C(Cn1nc(Br)nc1Br)c1ccccc1 the results were SUMO HTRF inh 5.9, VIM-2 inh -0.5, IMP-1 inhibitor -0.6, IDE act 3.4, p-CIP stab down -1.2, MEKK3 PB1 HTS 99.0, NS3 helicase inh 14.3 and FID counter -2.3.
COc1ccc(N(C(=O)c2snc(C(N)=O)c2N)C(C(=O)NC2CCCC2)c2ccc(OC)c(OC)c2)cc1 (stereo unspecified) was read as SUMO HTRF inh 3.3, VIM-2 inh -2.7, IMP-1 inhibitor -3.7, IDE act 1.1, p-CIP stab down -10.0, MEKK3 PB1 HTS 99.0, NS3 helicase inh -24.6, FID counter -29.2 and PHOSPHO1 block 40.5.
For CCC(C)NC(=O)C1c2ccccc2C(=O)N1Cc1ccccc1OC (stereo unspecified) the results were SUMO HTRF inh -6.1, VIM-2 inh -4.6, IMP-1 inhibitor -0.9, IDE act 3.1, p-CIP stab down -0.9, MEKK3 PB1 HTS 103.0, NS3 helicase inh -1.1, FID counter -12.0 and PHOSPHO1 block -26.0.
Screening CCN(CC)S(=O)(=O)c1ccc(C(=O)NCc2ccc3[nH]c4c(c3c2)CCCC4)cc1 returned SUMO HTRF inh -1.4, VIM-2 inh 13.7*, IMP-1 inhibitor -0.4, IDE act 3.5, p-CIP stab down 1.4, MEKK3 PB1 HTS 112.0, NS3 helicase inh -7.2, FID counter -24.0 and PHOSPHO1 block -1.2.
For COc1ccc(C=Nc2ccc3[nH]ncc3c2)c(O)c1 the results were SUMO HTRF inh 56.0, VIM-2 inh -0.8, IMP-1 inhibitor -2.1, IDE act 3.9, p-CIP stab down 5.5, MEKK3 PB1 HTS 101.0, NS3 helicase inh 3.6, FID counter 5.9 and PHOSPHO1 block -3.0.
C=CCOC(=O)C1=C[C@H](c2csc3ccccc23)[C@@H](CCCO)[C@H](OCC)O1 was read as SUMO HTRF inh -22.4, VIM-2 inh -1.8, IMP-1 inhibitor -1.9, IDE act 3.6, p-CIP stab down -5.1, MEKK3 PB1 HTS 100.0, NS3 helicase inh -6.1, FID counter -34.5 and PHOSPHO1 block 30.4.
For C/C(CC(=O)Nc1cc(C)ccn1)=N\NC(=O)COc1cccc(C)c1 the results were SUMO HTRF inh 24.5, VIM-2 inh -0.9, IMP-1 inhibitor -2.7, p-CIP stab down 5.7, MEKK3 PB1 HTS 98.0, NS3 helicase inh -1.5, FID counter -3.3 and PHOSPHO1 block 3.9.
Screening COCCNC(=O)CN(c1cc(Cl)ccc1OC)S(C)(=O)=O returned SUMO HTRF inh -2.5, VIM-2 inh -2.5, IMP-1 inhibitor -2.1, IDE act -2.2, p-CIP stab down -1.6, MEKK3 PB1 HTS 99.0, NS3 helicase inh 8.9, FID counter -3.6 and PHOSPHO1 block -5.9.
`Cc1ccccc1C(=O)N1CC(=O)Nc2ccc(F)cc2C1c1ccc(F)cc1` (stereo unspecified) gave SUMO HTRF inh 0.6, VIM-2 inh 0.0, IMP-1 inhibitor -2.1, IDE act 1.1, p-CIP stab down -2.4, MEKK3 PB1 HTS 104.0, NS3 helicase inh 0.1, FID counter -26.4 and PHOSPHO1 block 28.0.
`CCn1cc(/C=N/N=C2\CCC3C4CCc5cc(O)ccc5C4CC[C@]23C)c(C)n1` (stereo partly specified) gave SUMO HTRF inh -15.9, VIM-2 inh -2.4, IMP-1 inhibitor -3.0, IDE act 0.1, p-CIP stab down -2.1, MEKK3 PB1 HTS 107.0, NS3 helicase inh 13.3, FID counter -9.6 and PHOSPHO1 block -4.4.
`O=[N+]([O-])c1cccc(/C=N/NS(=O)(=O)c2ccccc2)c1` gave SUMO HTRF inh 10.6, VIM-2 inh -1.6, IMP-1 inhibitor -1.2, IDE act 2.2, p-CIP stab down 11.5, MEKK3 PB1 HTS 102.0, NS3 helicase inh -18.1, FID counter 4.0 and PHOSPHO1 block 48.2.
Cc1ccc(OCc2nnc(SCC(=O)c3ccccc3)n2Cc2ccco2)cc1 was read as SUMO HTRF inh 14.0, VIM-2 inh -1.9, IMP-1 inhibitor -2.5, IDE act -1.8, p-CIP stab down -0.6, MEKK3 PB1 HTS 108.0, NS3 helicase inh 2.0, FID counter -27.7 and PHOSPHO1 block 92.1*.
`Cc1ccccc1N1CCN(CCC(=O)Nc2ccc(F)cc2)CC1` gave SUMO HTRF inh 5.5, VIM-2 inh -2.9, IMP-1 inhibitor -1.3, IDE act 5.3, p-CIP stab down 1.0, MEKK3 PB1 HTS 103.0, NS3 helicase inh -11.9, FID counter -1.4 and PHOSPHO1 block 13.9.
`COc1cc(/C=C2\SC(=S)N(NC(=O)c3cccnc3)C2=O)ccc1O` gave SUMO HTRF inh 14.2, VIM-2 inh -5.5, IMP-1 inhibitor -4.6, IDE act -130.1, p-CIP stab down -97.4, MEKK3 PB1 HTS 101.0, NS3 helicase inh -0.7, FID counter 1.0 and PHOSPHO1 block -35.2.
Screening CC(C)c1nc(CN(C)C(=O)N[C@H](C(=O)N[C@@H](Cc2ccccc2)C[C@H](O)[C@H](Cc2ccccc2)NC(=O)OCc2cncs2)C(C)C)cs1 returned SUMO HTRF inh -14.1, VIM-2 inh -2.2, IMP-1 inhibitor -1.0, p-CIP stab down -6.6, MEKK3 PB1 HTS 108.0&104.0, NS3 helicase inh -14.5, FID counter -49.5 and PHOSPHO1 block 35.7.
`Cc1cc(C(=O)CSc2nc3ccccc3[nH]2)c(C)n1Cc1ccco1` gave SUMO HTRF inh 38.6, VIM-2 inh -1.8, IMP-1 inhibitor -1.8, IDE act 0.9, p-CIP stab down -1.7, MEKK3 PB1 HTS 105.0, NS3 helicase inh 8.8, FID counter -18.8 and PHOSPHO1 block -0.9.
`CN(C)c1nc(SCC#N)nc(N(C)C)n1` gave SUMO HTRF inh 16.9, VIM-2 inh 0.9, IMP-1 inhibitor -0.8, IDE act 1.5, p-CIP stab down 1.8, MEKK3 PB1 HTS 94.0, NS3 helicase inh -2.0, FID counter -3.9 and PHOSPHO1 block -1.9.
CCC(CC)C(=O)Nc1ccc(Nc2ccccc2)cc1 was read as SUMO HTRF inh -22.6, VIM-2 inh -1.3, IMP-1 inhibitor -3.6, IDE act 0.7, p-CIP stab down 11.6, MEKK3 PB1 HTS 108.0, NS3 helicase inh -8.4, FID counter 1.6 and PHOSPHO1 block 25.2.
COc1ccccc1CNC(=O)CN1C(=O)COc2ccc(S(=O)(=O)NC3CCCC3)cc21 was read as SUMO HTRF inh 4.1, VIM-2 inh -0.1, IMP-1 inhibitor -1.4, IDE act 6.3, p-CIP stab down 4.0, MEKK3 PB1 HTS 96.0, NS3 helicase inh 5.5, FID counter -28.6 and PHOSPHO1 block 52.8.
For CC(C)(C)c1ccc(-c2nnc(SCC(=O)c3ccc4c(c3)OCCO4)o2)cc1 the results were SUMO HTRF inh -12.5, VIM-2 inh -1.2, IMP-1 inhibitor -1.4, IDE act 1.8, p-CIP stab down -12.5, NS3 helicase inh 14.0, FID counter -14.0 and PHOSPHO1 block -78.7.

Entries above containing a thiophene ring, fused or not:
COc1ccc(C2C(C(=O)Nc3cccnc3)=C(C)Nc3nc(-c4cccs4)nn32)cc1 (stereo unspecified) was read as SUMO HTRF inh 9.0, VIM-2 inh -3.7, IMP-1 inhibitor -2.7, IDE act -0.4, p-CIP stab down -3.6, MEKK3 PB1 HTS 92.0, NS3 helicase inh -3.4, FID counter -15.8 and PHOSPHO1 block -35.3.
C=CCOC(=O)C1=C[C@H](c2csc3ccccc23)[C@@H](CCCO)[C@H](OCC)O1 was read as SUMO HTRF inh -22.4, VIM-2 inh -1.8, IMP-1 inhibitor -1.9, IDE act 3.6, p-CIP stab down -5.1, MEKK3 PB1 HTS 100.0, NS3 helicase inh -6.1, FID counter -34.5 and PHOSPHO1 block 30.4.

Screening data deposited in PubChem by several laboratories.
